Compound activity (PubChem BioAssay)
AGP1-GFP MLPCN: alters AGP1-GFP fluorescence in TOR pathway yeast screen. GFP response vs DMSO, % at 10 µM. 0.02% of 320,000 active. S. cerevisiae AGP1-GFP multiplex flow cytometry, 3 h; GFP as percent of DMSO wells;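 active = GFP response relative to DMSO above a set limit, near screen average plus 3 SD, cut at about 150% in these data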;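 note: median GFP channel fluorescence of the gated AGP1 strain per well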
CIT2-GFP yeast: alters CIT2-GFP fluorescence in TOR pathway yeast screen; S. cerevisiae CIT2-GFP strain, flow cytometry, 3 h; 100 means same as DMSO wells; GFP response vs DMSO, % at 10 µM; 0.065% of 320,000 active;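 active = GFP response relative to DMSO above a set limit, near the screen mean plus 3 SD, cut at about 150% in these data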;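 note: ratio of well median GFP fluorescence to mean of DMSO wells on the plate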
MEP2-GFP yeast: yeast TOR pathway MEP2-GFP modulation; GFP response vs DMSO, % at 10 µM; AID 2016; 0.51% of 330,000 active; S. cerevisiae MEP2-GFP strain, flow cytometry GFP, 3 h; 100% = DMSO control level;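 active = GFP response versus DMSO above a set limit, roughly screen mean plus 3 SD, cut at about 180% in these data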;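 note: median GFP fluorescence of the barcode-gated MEP2-GFP cells per well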
RPL19A TOR yeast: alters RPL19A-GFP fluorescence in TOR pathway yeast screen. AID 2025. 0.3% of 330,000 active. percent response vs DMSO, % at 10 µM. S. cerevisiae RPL19A-GFP strain, flow cytometry, 3 h; active compounds read low;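 active = percent response vs DMSO below 50%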;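 note: median channel GFP fluorescence of the barcoded RPL19A-GFP strain; ratio of sample median GFP to plate DMSO average so 100% = DMSO; lower means less RPL19A-GFP as with rapamycin TOR inhibition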
GRK2 aptamer HTS: blocks RNA aptamer binding to human GRK2; P25098; bead flow cytometry, FAM-aptamer displacement from GRK2; inhibition of aptamer binding, % at 10 µM; 0.59% of 330,000 active; AID 488847;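 active = inhibition of aptamer binding above 40%, roughly 3 SD of noise, on plates passing a quality check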;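 note: median bead fluorescence of bound FAM aptamer so fluorescent compounds give negative values; no value below 0 was filed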
Target sequence (P25098 whole entry, looked up): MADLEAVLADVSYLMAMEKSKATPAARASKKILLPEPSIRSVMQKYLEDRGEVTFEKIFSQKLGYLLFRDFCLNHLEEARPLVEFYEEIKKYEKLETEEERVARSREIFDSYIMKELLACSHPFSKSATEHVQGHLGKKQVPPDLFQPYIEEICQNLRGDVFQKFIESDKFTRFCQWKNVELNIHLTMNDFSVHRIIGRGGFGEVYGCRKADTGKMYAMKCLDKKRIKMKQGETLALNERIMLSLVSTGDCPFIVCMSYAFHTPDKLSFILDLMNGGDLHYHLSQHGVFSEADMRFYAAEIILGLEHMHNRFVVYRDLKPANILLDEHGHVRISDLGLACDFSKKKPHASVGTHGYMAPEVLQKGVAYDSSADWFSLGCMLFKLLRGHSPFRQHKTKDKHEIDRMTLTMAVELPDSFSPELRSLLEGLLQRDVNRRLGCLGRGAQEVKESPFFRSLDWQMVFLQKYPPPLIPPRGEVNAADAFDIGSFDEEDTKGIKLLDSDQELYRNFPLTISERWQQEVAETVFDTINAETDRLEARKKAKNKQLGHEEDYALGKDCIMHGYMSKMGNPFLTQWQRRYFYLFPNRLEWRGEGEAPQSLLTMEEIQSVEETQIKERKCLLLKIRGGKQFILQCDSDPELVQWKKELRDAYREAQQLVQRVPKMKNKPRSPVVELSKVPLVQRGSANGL
VLA-4 inh: inhibition in a human VLA-4 binding assay | VLA-4 expressing cells, ligand binding flow cytometry | inhibition, % (about 7 µM as worked out from the volumes in the protocol) | 0.2% of 330,000 active | AID 2557; in the data active = inhibition above about 50%
CR mimetic SO: caloric restriction mimetics inhibiting age-related superoxide in yeast; S. cerevisiae aged cells, superoxide DHE fluorescence; active compounds read low; superoxide response (% of plate mean), % at 10 µM; 0.18% of 330,000 active;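 active = superoxide response under a set limit, about three screen SD below normal, cut at about 65% in these data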;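 note: yeast aged for seven days with compound at 30 °C before DHE staining; 100% = average MFI of all compound-treated wells on the plate with controls excluded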
LAP4-GFP MLPCN: yeast TOR pathway LAP4-GFP modulation | S. cerevisiae LAP4-GFP multiplex, flow cytometry GFP, 3 h; median GFP as percent of DMSO wells | GFP response vs DMSO, % at 10 µM | 0.34% of 320,000 active | AID 2023;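 active = GFP response vs DMSO above a set limit, about the screen mean plus 3 SD, cut at about 150% in these data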
* = called active by the depositor.

What do the screens show for `COc1ccc(N2C(=O)S[C@@H]3CS(=O)(=O)C[C@@H]32)cc1`?
AGP1-GFP MLPCN: 91; CIT2-GFP yeast: 101; MEP2-GFP yeast: 97; RPL19A TOR yeast: 99; GRK2 aptamer HTS: 0; VLA-4 inh: -19; CR mimetic SO: 101; LAP4-GFP MLPCN: 92

How did CC(CCc1ccccc1)NC(=O)CCNS(=O)(=O)c1ccccc1 (stereo unspecified) do in these assays?
AGP1-GFP MLPCN: 108; CIT2-GFP yeast: 105; MEP2-GFP yeast: 102; RPL19A TOR yeast: 98; GRK2 aptamer HTS: 1; VLA-4 inh: 4; CR mimetic SO: 107; LAP4-GFP MLPCN: 109

What do the screens show for `Cc1onc(-c2c(Cl)cccc2Cl)c1C(=O)N1CCN(Cc2ccccc2)CC1`?
AGP1-GFP MLPCN: 96; CIT2-GFP yeast: 93; MEP2-GFP yeast: 101; RPL19A TOR yeast: 100; GRK2 aptamer HTS: 0; VLA-4 inh: -9; CR mimetic SO: 102; LAP4-GFP MLPCN: 81

What do the screens show for `CC(SCc1ccc(C(=O)O)o1)c1ccc(C(=O)O)o1` (stereo unspecified)?
AGP1-GFP MLPCN: 98; CIT2-GFP yeast: 105; MEP2-GFP yeast: 108; RPL19A TOR yeast: 104; GRK2 aptamer HTS: 3; VLA-4 inh: -10; CR mimetic SO: 116; LAP4-GFP MLPCN: 93

How did Cc1noc(C)c1S(=O)(=O)Nc1cc(C(F)(F)F)ccc1N1CCOCC1 do in these assays?
AGP1-GFP MLPCN: 102; CIT2-GFP yeast: 93; MEP2-GFP yeast: 92; RPL19A TOR yeast: 100; GRK2 aptamer HTS: 0; VLA-4 inh: 17; CR mimetic SO: 81; LAP4-GFP MLPCN: 108

How did CC1CCC2C(=O)N(c3ccc(NC4CCN(Cc5ccccc5)CC4)c([N+](=O)[O-])c3)C(=O)C2C1 (stereo unspecified) do in these assays?
AGP1-GFP MLPCN: 100; CIT2-GFP yeast: 102; MEP2-GFP yeast: 105; RPL19A TOR yeast: 101; GRK2 aptamer HTS: 0; VLA-4 inh: 9; CR mimetic SO: 108; LAP4-GFP MLPCN: 100

How did CCOC(=O)c1sc(NC(=O)Cc2ccccc2OC)nc1C do in these assays?
AGP1-GFP MLPCN: 99; CIT2-GFP yeast: 99; MEP2-GFP yeast: 108; RPL19A TOR yeast: 101; GRK2 aptamer HTS: 3; VLA-4 inh: 13; CR mimetic SO: 101; LAP4-GFP MLPCN: 101

How did O=C(O)CCC(=O)Nc1ccc(-c2nc3ccc(C(=O)c4ccccc4)cc3[nH]2)cc1 do in these assays?
AGP1-GFP MLPCN: 98; CIT2-GFP yeast: 104; MEP2-GFP yeast: 111; RPL19A TOR yeast: 107; GRK2 aptamer HTS: 3; VLA-4 inh: 11; CR mimetic SO: 94; LAP4-GFP MLPCN: 95

What do the screens show for `Cc1ccc(S(=O)(=O)NCCC(=O)N2CCN(Cc3ccccc3)CC2)cc1`?
AGP1-GFP MLPCN: 93; MEP2-GFP yeast: 93; RPL19A TOR yeast: 96; GRK2 aptamer HTS: 0; VLA-4 inh: 0; CR mimetic SO: 118; LAP4-GFP MLPCN: 94

Results for O=C(c1ccccc1)c1ncc(C(F)(F)F)cc1Cl ?
AGP1-GFP MLPCN: 105; CIT2-GFP yeast: 92; MEP2-GFP yeast: 110; RPL19A TOR yeast: 97; GRK2 aptamer HTS: 0; VLA-4 inh: -7; CR mimetic SO: 94; LAP4-GFP MLPCN: 95

What do the screens show for `CCc1cccc(CC)c1NC(=O)C(CC)Sc1nc2ccncc2[nH]1` (stereo unspecified)?
AGP1-GFP MLPCN: 104; CIT2-GFP yeast: 98; MEP2-GFP yeast: 109; RPL19A TOR yeast: 104; GRK2 aptamer HTS: 1; VLA-4 inh: -11; CR mimetic SO: 108; LAP4-GFP MLPCN: 100

How did CN(C)/C=C/C(=O)c1cnc(-c2cccc(Cl)c2)s1 do in these assays?
AGP1-GFP MLPCN: 20; CIT2-GFP yeast: 82; MEP2-GFP yeast: 127; RPL19A TOR yeast: 89; GRK2 aptamer HTS: 2; VLA-4 inh: -9; CR mimetic SO: 96; LAP4-GFP MLPCN: 100

How did C[N+](C)(C)CCNC(=O)c1cc[n+](Cc2ccccc2)c(/C=N/O)c1 do in these assays?
AGP1-GFP MLPCN: 97; CIT2-GFP yeast: 98; MEP2-GFP yeast: 104; RPL19A TOR yeast: 96; GRK2 aptamer HTS: 0; VLA-4 inh: -1; CR mimetic SO: 101; LAP4-GFP MLPCN: 86

How did Cc1nnc(NC(=O)c2cc(-c3ccncc3)nc3c(C)cccc23)s1 do in these assays?
AGP1-GFP MLPCN: 102; CIT2-GFP yeast: 109; MEP2-GFP yeast: 130; RPL19A TOR yeast: 107; GRK2 aptamer HTS: 0; VLA-4 inh: 0; CR mimetic SO: 100; LAP4-GFP MLPCN: 93

How did CCN(CC)CCCn1c(=S)[nH]c2ccccc2c1=O do in these assays?
AGP1-GFP MLPCN: 93; CIT2-GFP yeast: 97; MEP2-GFP yeast: 102; RPL19A TOR yeast: 93; GRK2 aptamer HTS: 1; VLA-4 inh: 19; CR mimetic SO: 100; LAP4-GFP MLPCN: 103

How did CCCC(=O)C1=C(O)C(C(=O)OC)C(C)(C)CC1=NCCc1ccc(OC)c(OC)c1 (stereo unspecified) do in these assays?
AGP1-GFP MLPCN: 97; CIT2-GFP yeast: 100; MEP2-GFP yeast: 102; RPL19A TOR yeast: 104; GRK2 aptamer HTS: 1; VLA-4 inh: 26; CR mimetic SO: 98; LAP4-GFP MLPCN: 84

Results for COCCNC(=O)c1ccc(NS(=O)(=O)c2ccc3[nH]c(=O)[nH]c3c2)cc1 ?
AGP1-GFP MLPCN: 88; CIT2-GFP yeast: 112; MEP2-GFP yeast: 95; RPL19A TOR yeast: 107; GRK2 aptamer HTS: 2; VLA-4 inh: 2; CR mimetic SO: 94; LAP4-GFP MLPCN: 73

How did CC(=O)c1ccc(S(=O)(=O)N2CCC(Oc3ccc(-n4cnnn4)cc3)CC2)cc1 do in these assays?
AGP1-GFP MLPCN: 110; CIT2-GFP yeast: 112; MEP2-GFP yeast: 114; RPL19A TOR yeast: 106; GRK2 aptamer HTS: 0; VLA-4 inh: 2; CR mimetic SO: 91; LAP4-GFP MLPCN: 110

What do the screens show for `CCOC(=O)c1cccc(NC(=O)c2ccc(-n3cnnn3)cc2)c1`?
AGP1-GFP MLPCN: 93; CIT2-GFP yeast: 85; MEP2-GFP yeast: 96; RPL19A TOR yeast: 92; GRK2 aptamer HTS: 24; VLA-4 inh: -12; CR mimetic SO: 107; LAP4-GFP MLPCN: 98

Results for C=CCn1c2[n+](c3ccccc3c1=O)CCCCC2 ?
AGP1-GFP MLPCN: 102; CIT2-GFP yeast: 106; MEP2-GFP yeast: 108; RPL19A TOR yeast: 98; GRK2 aptamer HTS: 0; VLA-4 inh: -18; CR mimetic SO: 103; LAP4-GFP MLPCN: 97

What do the screens show for `Cc1ccc(N=Nc2ccc(C)cc2NC(=O)Nc2ccccc2F)cc1`?
AGP1-GFP MLPCN: 101; CIT2-GFP yeast: 104; MEP2-GFP yeast: 105; RPL19A TOR yeast: 112; GRK2 aptamer HTS: 1; VLA-4 inh: 5; CR mimetic SO: 97; LAP4-GFP MLPCN: 91

Results for COc1ccc(S(=O)(=O)N2CCCC(C(=O)NCCc3ccccc3)C2)cc1 (stereo unspecified) ?
AGP1-GFP MLPCN: 97; CIT2-GFP yeast: 99; MEP2-GFP yeast: 86; RPL19A TOR yeast: 95; GRK2 aptamer HTS: 0; VLA-4 inh: -11; CR mimetic SO: 99; LAP4-GFP MLPCN: 98

What do the screens show for `C=CCOc1c(Cl)cc(CNCCC)cc1Cl`?
AGP1-GFP MLPCN: 99; CIT2-GFP yeast: 101; MEP2-GFP yeast: 101; RPL19A TOR yeast: 100; GRK2 aptamer HTS: 3; VLA-4 inh: -2; CR mimetic SO: 98; LAP4-GFP MLPCN: 83

Results for CCCOc1ccc(C(=O)NNC(=O)CCNC(=O)c2ccco2)cc1OC ?
AGP1-GFP MLPCN: 99; CIT2-GFP yeast: 95; MEP2-GFP yeast: 101; RPL19A TOR yeast: 104; GRK2 aptamer HTS: 3; VLA-4 inh: 6; CR mimetic SO: 83; LAP4-GFP MLPCN: 89

What do the screens show for `CCc1nnc(NC(=O)CCC(=O)NCc2ccccc2OC)s1`?
AGP1-GFP MLPCN: 106; CIT2-GFP yeast: 111; MEP2-GFP yeast: 109; RPL19A TOR yeast: 107; GRK2 aptamer HTS: 0; VLA-4 inh: 2; CR mimetic SO: 105; LAP4-GFP MLPCN: 111

How did Cc1noc(C)c1COC(=O)C(c1ccccc1)c1ccccc1 do in these assays?
AGP1-GFP MLPCN: 115; CIT2-GFP yeast: 106; MEP2-GFP yeast: 104; RPL19A TOR yeast: 100; GRK2 aptamer HTS: 0; VLA-4 inh: 0; CR mimetic SO: 94; LAP4-GFP MLPCN: 107

Results for CC(C)C[C@H]1CN=C(N(C)C)N1CC1CCCCCC1 ?
AGP1-GFP MLPCN: 96; CIT2-GFP yeast: 96; MEP2-GFP yeast: 101; RPL19A TOR yeast: 96; GRK2 aptamer HTS: 2; VLA-4 inh: 46; CR mimetic SO: 93; LAP4-GFP MLPCN: 90

How did O=C(CCN1C(=O)/C(=C/c2ccccc2Cl)SC1=S)Nc1cccnc1 do in these assays?
AGP1-GFP MLPCN: 100; CIT2-GFP yeast: 98; MEP2-GFP yeast: 109; RPL19A TOR yeast: 99; GRK2 aptamer HTS: 0; VLA-4 inh: 6; CR mimetic SO: 104; LAP4-GFP MLPCN: 102

What do the screens show for `COc1ccc([C@H]2CC(=O)C=C(c3cc(C=O)ccc3OC)C2)cc1`?
AGP1-GFP MLPCN: 105; CIT2-GFP yeast: 103; MEP2-GFP yeast: 114; RPL19A TOR yeast: 103; GRK2 aptamer HTS: 1; VLA-4 inh: -9; CR mimetic SO: 75; LAP4-GFP MLPCN: 104

What do the screens show for `CCCN(CC(=O)Nc1ccccc1OC)C(=O)CN1C(=O)NC2(CCCCC2)C1=O`?
AGP1-GFP MLPCN: 94; CIT2-GFP yeast: 90; MEP2-GFP yeast: 94; RPL19A TOR yeast: 87; GRK2 aptamer HTS: 4; VLA-4 inh: -1; CR mimetic SO: 91; LAP4-GFP MLPCN: 87

Results for Cc1ccc2c(c1)COc1c3ccc(C(=O)NCC4CC4)cc3nn1-2 ?
AGP1-GFP MLPCN: 80; CIT2-GFP yeast: 81; MEP2-GFP yeast: 82; RPL19A TOR yeast: 97; GRK2 aptamer HTS: 1; VLA-4 inh: -28; CR mimetic SO: 100; LAP4-GFP MLPCN: 126

Looked up by structure from above (3):
What do the screens show for `CCc1nnc(NC(=O)CCC(=O)NCc2ccccc2OC)s1`?
AGP1-GFP MLPCN: 106; CIT2-GFP yeast: 111; MEP2-GFP yeast: 109; RPL19A TOR yeast: 107; GRK2 aptamer HTS: 0; VLA-4 inh: 2; CR mimetic SO: 105; LAP4-GFP MLPCN: 111

How did Cc1noc(C)c1COC(=O)C(c1ccccc1)c1ccccc1 do in these assays?
AGP1-GFP MLPCN: 115; CIT2-GFP yeast: 106; MEP2-GFP yeast: 104; RPL19A TOR yeast: 100; GRK2 aptamer HTS: 0; VLA-4 inh: 0; CR mimetic SO: 94; LAP4-GFP MLPCN: 107

What do the screens show for `CCCN(CC(=O)Nc1ccccc1OC)C(=O)CN1C(=O)NC2(CCCCC2)C1=O`?
AGP1-GFP MLPCN: 94; CIT2-GFP yeast: 90; MEP2-GFP yeast: 94; RPL19A TOR yeast: 87; GRK2 aptamer HTS: 4; VLA-4 inh: -1; CR mimetic SO: 91; LAP4-GFP MLPCN: 87
